SMN2 splice enh – qHTS Assay for Enhancers of SMN2 Splice Variant Expression. HEK293 SMN2-luciferase splicing reporter, luminescence, 30-36 h. actives 2.8% (n = 210,000). Potency, µM (doses to about 46.1 µM), without a hit: at the top dose activity change, positive = activation, usual class: activators; note: % of control where 0% means no effect; nearly all actives have a fitted effect of over 55% in size
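HEK293 cells carry an SMN2 […]–luciferase reporter in which exon 7 inclusion puts luciferase in frame. Cells were plated 10-12 h before compound addition, then incubated 30-36 h at 37C. ONE-Glo luminescence was read; sodium butyrate at 4.5 mM final served as control.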
HTT ATP protect – qHTS Multiplex Assay to Identify Dual Action Probes in a Cell Model of Huntington: Cytoprotection (ATP). Potency, µM (top dose mostly 56.4 µM), for inactives: cytoprotection (ATP increase), hits mostly activators. PC12 HTT-Q103 induced, cytoprotection, ATP luminescence, 40 h. actives 0.14% (n = 230,000);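 note: % of control where 0% means no effect; nearly all actives have a fitted effect of over 45% in size; toxic huntingtin expression switched on by the ecdysone agonist tebufenozide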
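PC12 cells stably carrying ecdysone-inducible Htt exon 1 (Q103)–GFP were induced with 100 nM tebufenozide (final) alongside library compounds in a dose series. Cytoprotection was scored as retained ATP by ATPlite luminescence.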
Tau fibril FP – qHTS for Inhibitors of Tau Fibril Formation, Fluorescence Polarization; actives 0.39% (n = 280,000); K18 P301L tau heparin fibrillization, Alexa594 FP, 6 h; Microtubule-associated protein tau (Homo sapiens), P10636; Potency, µM (top dose mostly 57.7 µM), without a hit: at the highest dose activity, negative = inhibition, most hits filed as inhibitors; note: % is set by controls: 0 for no effect and ±100 for the full control effect; nearly all actives have a fitted effect of over 55% in size
Target sequence (P10636 561-689 P618L limits assumed): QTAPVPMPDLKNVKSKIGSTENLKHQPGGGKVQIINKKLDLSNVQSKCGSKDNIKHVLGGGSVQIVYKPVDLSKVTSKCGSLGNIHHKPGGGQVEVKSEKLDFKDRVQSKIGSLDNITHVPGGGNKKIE
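FP of Alexa 594-tau after heparin (20 uM) induction. Substrate: human K18 P301L, 15 uM unlabeled, 0.24 uM labeled. Buffer 100 mM sodium acetate pH 7. 6 hr, 37 C.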
Tau fibril ThT – qHTS for Inhibitors of Tau Fibril Formation, Thioflavin T Binding. Microtubule-associated protein tau (Homo sapiens), P10636. recombinant tau K18 P301L, heparin-induced fibrillization, ThT fluorescence. Potency, µM (series often up to 57.4 µM), without a hit: top-dose activity, negative = inhibition, actives largely listed as inhibitors. actives 2.1% (n = 270,000). AID 1460, 2008; note: % is set by controls: 0 for no effect and ±100 for the full control effect; nearly all actives have a fitted effect of over 55% in size
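Fibril formation assay: tau K18 P301L at 15 uM with trace Alexa 594 label, heparin inducer 20 uM, pH 7 sodium acetate buffer, 37 C for 6 hr; endpoint ThT signal.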
KDM4E inh – qHTS Assay for Inhibitors of Human Jumonji Domain Containing 2E (JMJD2E); Lysine-specific demethylase 4E (Homo sapiens), B2RXH2; JMJD2E catalytic domain, FDH-coupled NADH fluorescence (FDH is formaldehyde dehydrogenase); Potency, µM (doses to about 57.1 µM), for the others: at the highest dose activity change, negative = inhibition, actives largely listed as inhibitors; actives 1.6% (n = 230,000); AID 2147, 2009; active = well fitted inhibition curve with a large enough effect, not every such curve was filed as active; inconclusive = small, poorly fitted or top-dose-only effect, or another doubt; inactive = no such curve, though single readings can be large or run the other way;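 note: 0% = wells with enzyme and -100% = buffer wells without enzyme; nearly all actives have a fitted effect of over 50% in size; many of its hits are not listed in these tables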
Target sequence (B2RXH2 1-337 limits assumed): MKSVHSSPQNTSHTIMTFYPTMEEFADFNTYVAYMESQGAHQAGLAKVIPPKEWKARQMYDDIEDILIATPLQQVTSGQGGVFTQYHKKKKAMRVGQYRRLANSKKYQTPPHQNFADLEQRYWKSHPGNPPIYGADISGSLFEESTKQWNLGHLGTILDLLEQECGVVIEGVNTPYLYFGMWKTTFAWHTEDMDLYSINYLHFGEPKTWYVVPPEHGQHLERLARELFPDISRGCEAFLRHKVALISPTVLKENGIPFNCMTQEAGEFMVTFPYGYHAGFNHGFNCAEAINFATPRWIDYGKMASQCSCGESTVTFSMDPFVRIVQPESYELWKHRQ
Tau fluor counter – Counterscreen qHTS for Inhibitors of Tau Fibril Formation, Fluorescence Polarization | tau K18 P301L Alexa594 fluorescence, heparin fibrillization | Potency, µM (series often up to 57.7 µM), without a hit: at the highest dose activity change, negative = decrease | actives 0.93% (n = 280,000) | AID 1463, 2008; note: % is set by controls: 0 for no effect and ±100 for the full control effect; nearly all actives have a fitted effect of over 55% in size
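Human tau K18 P301L (15 uM unlabeled, 0.24 uM Alexa 594-labeled) in 100 mM sodium acetate pH 7 with 20 uM heparin, 6 hr at 37 C. ThT 30 uM added, 1 hr ambient; Alexa 594 FP and total fluorescence read at 555/632 nm.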
ALDH1A1 inh – qHTS Assay for Inhibitors of Aldehyde Dehydrogenase 1 (ALDH1A1). Aldehyde dehydrogenase 1A1 (Homo sapiens), P00352. Purified ALDH1A1, NADH fluorescence, propionaldehyde substrate. Potency, µM (highest dose often 75.3 µM), inactives show at the highest dose activity, negative = inhibition, usual class: inhibitors. AID 1030, 2008. actives 7.3% (n = 220,000); active = well fitted inhibition curve with a large enough effect, not every such curve was filed as active; inconclusive = small, poorly fitted or top-dose-only effect, or another doubt; inactive = no such curve, though single readings can be large or run the other way;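 note: plate controls were no enzyme wells and a reference inhibitor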
Target sequence (P00352 whole entry, looked up): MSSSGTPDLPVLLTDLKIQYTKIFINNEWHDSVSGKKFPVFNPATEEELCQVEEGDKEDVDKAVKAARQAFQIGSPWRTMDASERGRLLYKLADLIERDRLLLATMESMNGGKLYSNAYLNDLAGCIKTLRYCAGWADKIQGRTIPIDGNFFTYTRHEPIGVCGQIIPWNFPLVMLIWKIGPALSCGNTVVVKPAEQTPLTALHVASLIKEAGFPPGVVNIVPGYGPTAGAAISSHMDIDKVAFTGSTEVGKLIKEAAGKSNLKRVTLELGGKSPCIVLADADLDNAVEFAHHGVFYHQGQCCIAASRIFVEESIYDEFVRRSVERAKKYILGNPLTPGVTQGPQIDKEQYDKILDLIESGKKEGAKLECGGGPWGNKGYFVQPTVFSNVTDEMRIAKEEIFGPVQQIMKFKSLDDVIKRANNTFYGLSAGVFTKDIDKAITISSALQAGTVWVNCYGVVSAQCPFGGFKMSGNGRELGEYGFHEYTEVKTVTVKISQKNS
HttQ103 aggreg – qHTS Multiplex Assay to Identify Dual Action Probes in a Cell Model of Huntington: Aggregate Formation (GFP); PC12 HttQ103-GFP aggregates, Acumen cytometry, 40 h; Potency, µM (highest dose often 46.1 µM), inactives show top-dose activity change, negative = inhibition, usual class: inhibitors; actives 1.1% (n = 220,000); AID 1688, 2009; note: % is set by controls: 0 for no effect and ±100 for the full control effect; nearly all actives have a fitted effect of over 60% in size
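PC12/HTTQ103-GFP, ecdysone-inducible; teb 100 nM; cpd qHTS titration; GFP aggregates read on laser cytometer, Ex 488/Em 500-530 nm.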
* = called active by the depositor; ? = inconclusive; . = not tested or not shown; [ ] = dose if it differs, or a comment. Unless noted, calls come from the whole dose curve; as a rule, active = well fitted curve in the direction sought with a large enough effect; inconclusive = small, poorly fitted or top-dose-only effect, or another doubt; inactive = no such curve, though single readings can be large; an effect the other way counts as inactive or inconclusive. Potency is the fitted concentration of half-maximal effect. These rows are one share of the data (hit frequency here may not be typical).

SMILES	SMN2 splice enh	HTT ATP protect	Tau fibril FP	Tau fibril ThT	KDM4E inh	Tau fluor counter	ALDH1A1 inh	HttQ103 aggreg
CCOC(=O)CSc1nnc(COc2cccc(C)c2)o1	.	-10%[10 µM]	3%	-5%	-10%	-1%	-8%	7%[9.22 µM]
COCCNC(=O)/C(C#N)=C/c1ccc(C)o1	.	-5%[10 µM]	-7%	-12%	-23%	-9%	1%	-13%[9.22 µM]
CCn1c(Cc2cccn2C)nnc1SCC(=O)c1ccc(C)cc1	-11%	27%[10 µM]	6%	?	?	3%	10µM*	1%[9.22 µM]
CSc1c(CC(=O)Nc2ccccc2C(F)(F)F)n(Cc2ccccc2)c2ccccc12	0%	20%[10 µM]	4%	2%	-14%	-15%	0%	-8%
CCN1CCN(CC(=O)Nc2ccc(Cl)c(S(=O)(=O)N(C)C)c2)CC1	-19%	-2%	5%	2%	-4%	0%	3.5µM*	18%
COc1ccc(NC(=O)CCc2nc(-c3ccc(C)cc3)no2)c(OC)c1	-6%	-15%	-5%	-16%	0%	-15%	?	16%
Cc1ccc(NC(=O)CNc2ccccc2CN(C)C2CCCCC2)cc1	2%	-30%[inhibitor]	3%	-3%	-1%	-15%	20µM*	-10%
COC(=O)Cn1c(O)c(N=NC(=O)c2ccc3c(c2)OCO3)c2ccccc21	.	-11%[10 µM]	1%	?	-3%	-8%	1.8µM*	20%[9.22 µM]
S=c1sc(SCCOc2ccccc2)nn1-c1ccccc1	-6%	0%[1.9 µM]	-1%	-12%	2%	-19%	-8%	-14%
O=C(NC1=NCCS1)NC12CC3CC(CC(C3)C1)C2	12%	-20%[0.074 µM]	4%	2%	1%	5%	-4%	7%
COC(=O)CSC1=C(C#N)C(=O)NC2(CCCCC2)S1	8%	-15%[10 µM]	?	?	?	-6%	?	21%
COc1cc(OC)c(NC(=O)c2ccc(Br)o2)cc1Cl	-4%	-8%[10 µM]	3%	-6%	5%	-17%	4%	-6%
Cc1ccc(NC(NC(=O)c2cccs2)C(Cl)(Cl)Cl)cc1 (stereo unspecified)	-11%	-8%	12%	?	7%	?	-11%	-3%
Cc1cc(C2=NNC(=NC3CCCCC3)SC2)c(C)n1-c1c(C)n(C)n(-c2ccccc2)c1=O	?	3%[10 µM]	-3%	-5%	-5%	-13%	?	18%
CC(C)CCOc1ccc(Cn2c(=O)sc3ccccc32)cc1	-23%	.	-16%	-15%	.	-22%	.	.
Cc1cc(C(=O)COc2cccnc2[N+](=O)[O-])c(C)n1Cc1cccs1	-38%[inhibitor]	-23%[10 µM]	1%	-24%	-22%	-24%	?	4%
CCN(CC)S(=O)(=O)c1cccc(C(=O)Nc2ccccc2C(=O)N2CCOCC2)c1	?	11%	3%	-1%	2%	0%	?	6%
Cc1ccc(NC2=NC(c3ccc(O)cc3)n3c(nc(C)cc3=O)N2)cc1 (stereo unspecified)	-9%	?	6%	2%	-2%	-1%	?	21%
Cc1ccc(NC(=O)c2ccco2)c(NC(=O)c2cccs2)c1	0%	12%[10 µM]	-3%	-14%	-3%	-9%	-5%	12%
COc1ccc(CNC(=O)C(=O)NCC(c2ccco2)N2CCOCC2)cc1 (stereo unspecified)	-20%	-32%[10 µM]	3%	9%	-10%	9%	0%	22%
CCC(C)NC(=O)CSc1nnc(-c2cc(-c3ccc(C)cc3)nc3ccccc23)n1N (stereo unspecified)	-5%	-26%	-1%	-9%	?	-26%	?	-15%
Cc1cccc(CN2CCN(Cc3ccc4nonc4c3)CC2CCO)n1 (stereo unspecified)	.	?	2%	-7%	4%	-2%	-7%	11%
COc1ccc(C(=O)Cc2ccc(OC)c(OC)c2)c(OC)c1	-65%[inhibitor]	-1%	10%	-15%	-9%	-8%	-12%	?
COc1ccc(N(CC(=O)NCc2ccccc2)C(=O)CCC(=O)Nc2cc(C)ccn2)c(OC)c1	.	-3%[10 µM]	-2%	-16%	-1%	-19%	.	10%[9.22 µM]

Shown with each value named: part of the list above
Cc1ccc(NC(=O)c2ccco2)c(NC(=O)c2cccs2)c1
  SMN2 splice enh = 0%	HTT ATP protect = 12%[10 µM]	Tau fibril FP = -3%	Tau fibril ThT = -14%	KDM4E inh = -3%	Tau fluor counter = -9%	ALDH1A1 inh = -5%	HttQ103 aggreg = 12%
COc1ccc(CNC(=O)C(=O)NCC(c2ccco2)N2CCOCC2)cc1 (stereo unspecified)
  SMN2 splice enh = -20%	HTT ATP protect = -32%[10 µM]	Tau fibril FP = 3%	Tau fibril ThT = 9%	KDM4E inh = -10%	Tau fluor counter = 9%	ALDH1A1 inh = 0%	HttQ103 aggreg = 22%
CCC(C)NC(=O)CSc1nnc(-c2cc(-c3ccc(C)cc3)nc3ccccc23)n1N (stereo unspecified)
  SMN2 splice enh = -5%	HTT ATP protect = -26%	Tau fibril FP = -1%	Tau fibril ThT = -9%	KDM4E inh = ?	Tau fluor counter = -26%	ALDH1A1 inh = ?	HttQ103 aggreg = -15%

Remaining list, next part
SMILES	SMN2 splice enh	HTT ATP protect	Tau fibril FP	Tau fibril ThT	KDM4E inh	Tau fluor counter	ALDH1A1 inh	HttQ103 aggreg
COC(=O)/C=C1\S/C(=N/N=C/c2ccco2)NC1=O	4%	-32%[inhibitor]	3%	?	1%	-12%	-9%	1%
CNC(=S)NCc1ccc2[nH]c3c(c2c1)CCCC3	11%	-41%	0%	?	8%	?	25µM*	8%[9.22 µM]
CCn1c(CSc2nc(C)cc(C)n2)nnc1SCC(=O)Nc1cccc2ccccc12	?	0%	-5%	2%	10%	-1%	-3%	20%
CN(C)C(=O)c1ccc(-c2cc(C(F)(F)F)n(C)n2)s1	.	-6%[10 µM]	-4%	0%	-6%	-5%	?	-8%[9.22 µM]
COc1ccc(Nc2ncc(C#N)c(N)n2)c(OC)c1	.	34%[10 µM]	?	.	0%	1%	.	-1%[9.22 µM]
O=C(CSc1ccc(-c2cccnc2)nn1)c1ccc([N+](=O)[O-])cc1	-1%	-41%[inhibitor]	-5%	14µM*	-18%	?	?	-13%
Cc1c(C(=O)NCc2ccccc2)oc2c1C(=O)CCC2	4%	-41%[0.074 µM]	3%	-10%	-13%	-2%	?	6%
CCCc1cc(=O)[nH]c(SCC(=O)N2CCN(c3ccccc3OC)CC2)n1	0%	.	-3%	-8%	.	-7%	.	.
Cc1ccc(Cl)cc1NC(=O)C1CC(=O)Nc2ncnn21 (stereo unspecified)	.	-3%[10 µM]	1%	.	8%	7%	.	-8%[9.22 µM]
Oc1csc(Cc2nc(-c3ccccc3F)cs2)n1	?	-7%	-4%	14µM*	-5%	?	18µM*	-7%
O=C(Nc1ccc(-c2cn3ccsc3n2)cc1)C1CCCC1	?	-47%[inhibitor]	8%	-17%	-4%	-7%	-10%	5%
Cc1nc(-c2ccncc2)sc1C(=O)Nc1ccc(Br)cc1	22%	-16%	-15%	-17%	2%	?	-11%	-7%
COC(=O)C1(C(=O)OC)Sc2ccccc2C1=O	-4%	-9%[10 µM]	1%	-7%	?	-2%	?	?
Cc1occc1-c1nnc(SCC(=O)Nc2ccccc2)n1C	-11%	29%[10 µM]	0%	-1%	-10%	0%	4%	19%[9.22 µM]
Cc1ccc(NC(=O)COC(=O)C2(c3ccc(Cl)cc3)CCCC2)cc1	-53%[inhibitor]	-10%[10 µM]	-1%	?	-1%	?	10µM*	-3%
Cn1cccc1Cc1nnc(SCC(=O)NC2CCCCC2)n1CCc1ccccc1	-2%	-1%[10 µM]	2%	-11%	?	-8%	-3%	18%
Cc1ccc(-n2c(C)cc(C(=O)CSc3nncs3)c2C)cc1	12%	-114%[inhibitor]	3%	?	?	-13%	6%	10µM*
Fc1ccc(-c2onc3ccc(C4OCCO4)cc23)cc1	-12%	0%[10 µM]	3%	0%	-4%	0%	8%	-10%
CCOC(=O)N1CCC(NC(=O)CSCc2nc(-c3ccc(OC)c(OC)c3)oc2C)CC1	-9%	-26%	-5%	-17%	?	-8%	?	11%
CCOC(=O)c1cnc2c(OC)cccc2c1N1CCN(c2ccc(OC)cc2)CC1	-113%[inhibitor]	-77%[inhibitor]	-4%	?	?	?	?	16%
O=C1CC(NNC(=O)c2ccccc2)C(=O)N1 (stereo unspecified)	-2%	6%	1%	-9%	2%	1%	0%	2%
CC(C)(C)NC(=O)Cn1c(=O)oc2cc(S(=O)(=O)N3CCc4ccccc43)ccc21	-31%[inhibitor]	-22%	-1%	-1%	-6%	-13%	-3%	-10%
Cc1n[nH]c(C)c1S(=O)(=O)N(CC(=O)Nc1ccc2c(c1)OCCO2)c1ccc(C(C)C)cc1	1%	16%	-3%	2%	2%	?	?	?
Cc1ccccc1Cn1c(CN2CCN(c3cc(Cl)ccc3C)CC2)nc2c1c(=O)[nH]c(=O)n2C	-7%	.	5%	?	.	-15%	.	.
O=C(O)c1cn(-c2ccccc2)nc1-c1cccnc1	12%	0%[10 µM]	-1%	4%	-12%	-4%	2%	0%
O=C(Nc1ccc(Cl)cc1)C(c1ccccc1)N1CCOCC1 (stereo unspecified)	-6%	-15%	-1%	1%	-1%	-7%	18µM*	7%
N#Cc1cccnc1Nc1ccc(Cl)cc1	-11%	.	2%	-8%	-8%	0%	9%	.
C=C(C)Cn1c(COc2ccccc2)nnc1SCC(=O)O	10%	-20%	?	-2%	8%	-11%	6%	0%
CCc1sc(C(=O)NCCc2ccc(S(N)(=O)=O)cc2)cc1Br	-6%	-8%	4%	-8%	8%	4%	2%	13%
Cc1cc(C)nc(SCc2cc(=O)c(OC(=O)c3ccc(S(=O)(=O)N4CCCC4)cc3)co2)n1	9%	5%[10 µM]	17%	-15%	-15%	6%	?	20%
Cc1ccc(NC(=O)c2ccco2)c([N+](=O)[O-])c1	22µM*	-32%[inhibitor]	0%	-13%	1%	-14%	?	14%
CCOC(=O)C1CCCN(c2c(NCCc3ccc(Cl)cc3)c(=O)c2=O)C1 (stereo unspecified)	.	10%[10 µM]	-5%	-5%	5%	-9%	.	11%[9.22 µM]
